TTR transcr act = TTR transcription activation, primary screen; SH-SY5Y TTR promoter Gaussia luciferase, luminescence; 100% = recombinant luciferase protein wells; activation, % at 16.7 µM; 92,000 tested, 1.3% active;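 active means activation above the mean of all tested compounds plus 3 SD, cut at about 9.5% in these data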;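 further: cells exposed to compounds for one day before reading; 0% = median of all test compound wells on the plate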
* = called active by the depositor. An excerpt; rates above refer to the full screens.

SMILES	TTR transcr act
O=C(C1=NN[C@@H]2C(=O)N(Cc3ccccc3)C(=O)[C@H]12)c1ccc([N+](=O)[O-])cc1	-1.0
O=C(Oc1cccnc1)c1cc2ccccc2oc1=O	2.6
COc1ccc2nc(SCC(=O)Nc3ccc4sc(C)nc4c3)c(C#N)cc2c1	-2.9
O=[N+]([O-])c1cccc(-c2nc(NCc3ccccc3)c3ccccc3n2)c1	-1.4
O=C(O)c1ccc(/C=N/Nc2nc(N3CCCCC3)nc(N3CCCCC3)n2)cc1	0.3
CCCN1C2=NS(=O)(=O)CCN2c2ccccc21	0.9
CCN=C1NN=C(c2ccc(C)cc2)CS1	2.5
Cc1[nH]cnc1CSCc1ccc(F)cc1	-2.3
N#CCn1cc(/C=N/NC(=O)c2cc3c(ccc4ccccc43)o2)c2ccccc21	-1.9
COc1ccc(N2C(=O)C(Cl)=C(N3CCCC3)C2=O)cc1	1.3
Cc1ccccc1NC(=O)c1cnc2ccccn2c1=O	-2.1
O=C1CC(c2cccnc2)c2cc3c(cc2N1)OCO3 (stereo not given)	0.3
O=C(CCN1CCOCC1)Nc1ccc2c(c1)CCC2	0.1
O=C(Nc1ccc(F)cc1)OCc1cn(Cc2cccc(C(F)(F)F)c2)nn1	-1.1
Cc1ccc(NC(=O)C=NOCC(=O)Nc2cc(C)cc(C)c2)cc1	0.2
CCC(=O)c1ccccc1OCC(=O)Nc1c(C)cccc1C	0.2
O=c1c(/C=C(\O)c2ccccc2)nc2ccccc2n1-c1ccccc1	1.9
CC(=O)Nc1ccc(C(=O)CSc2nc3ccccc3n2CC(=O)N2CCCC2)cc1	0.3
CN(Cc1ccccc1)c1ccc(C(CC(N)=O)NC(=O)Cc2ccc(Br)cc2)cc1[N+](=O)[O-] (stereo not given)	-4.1
CC(C)(C)CN1C(=O)C(=O)NC[C@@H]1Cc1ccc(O)cc1	2.2
COc1ccc(C(=O)NC(=S)NC(C)c2ccccc2)cc1 (stereo not given)	-1.8
O=C(NNS(=O)(=O)c1ccc([N+](=O)[O-])cc1)c1ccncc1	-0.8
COc1cc(OC)c(/C=N/n2c(C3CCCCC3)n[nH]c2=S)c(OC)c1	-1.9
CCOc1ccccc1NC(=O)CSc1nc2c(c(=O)n1C)SC(C)C2 (stereo not given)	-0.8
Cc1ccc(-c2cn3cccnc3n2)cc1	-0.8
FC(F)(F)c1nnc2sc(-c3ccccn3)nn12	2.0
O=C(COC(=O)c1ccccc1)NCCCCc1ccccc1	-0.3
O=C(COc1ccc([N+](=O)[O-])cc1)NNC(=O)c1cccs1	0.0
CC(C)(C)OC(=O)CNC(=O)c1nc[nH]c1C(=O)NCc1ccc(CNC(=O)OC(C)(C)C)cc1	-3.7
Cc1nn(-c2ccc(C(=O)O)cc2)c(N)c1-c1ccccc1	7.8
Cc1c(N=Cc2ccc(O)c(Br)c2)cccc1[N+](=O)[O-]	0.0
COc1ccccc1CCC(=O)OCC(=O)Nc1c(C)nn(-c2ccccc2)c1C	4.7
Cc1ccccc1-n1c(SCC(=O)Nc2ccccc2)nc2nc3c(cc2c1=O)CCCC3	12.9*
Cc1cc(C(F)F)nn1CC(=O)Nc1cc([N+](=O)[O-])ccc1F	1.5
COc1ccc(CNC(=O)COC(=O)C2CCN(S(=O)(=O)c3ccccc3C(F)(F)F)CC2)cc1	1.3
C=CCn1c(SCC(=O)NC2CCCC2)nc2c([nH]c3ccccc32)c1=O	-0.8
COc1ccc(NC(=S)N2CCc3ccccc3C2)cc1	6.7
O=C(C1=NNC2C(=O)N(c3ccccc3)C(=O)C12)c1nc(Cl)ccc1Cl (stereo not given)	0.0
Cc1cc(/C=C2/C(=N)N3C(=NC2=O)SN=C3S(C)(=O)=O)c(C)n1-c1ccc(F)cc1	-1.0
O=C(Nc1cccc(Cl)c1)N1CCc2ccccc2C1	-0.3
COCCN1CCN(C(=O)C2CCC(=O)N(Cc3ccc(Cl)cc3)C2)CC1 (stereo not given)	-0.5
Cc1ccccc1OCC(=O)OCC(=O)Nc1ccc(S(N)(=O)=O)cc1	1.1
Cc1c(C(=O)N2CCOCC2)c(S(=O)(=O)Nc2ccc(C(C)C)cc2)c(C)n1C	0.6
C/C(=N\NC(=O)CNC(=O)C(c1ccccc1)c1ccccc1)c1ccc(C)cc1	0.0
COc1ccccc1OCC(=O)Nc1ccc(S(=O)(=O)Nc2nccs2)cc1	4.3
COc1ccc(NC(=O)C2(C)CCCN(C(C)C)C2)cc1OC (stereo not given)	0.0
O=C(NNc1c([N+](=O)[O-])cc(C(F)(F)F)cc1[N+](=O)[O-])c1ccco1	-1.4
COc1ccc(S(=O)(=O)N2CCOCC2)cc1C(=O)Nc1cc(C)on1	-1.2
Cn1c(CCNC(=O)OC(C)(C)C)n[nH]c1=S	3.5
NS(=O)(=O)c1ccc(NC(=O)CSc2nc3ccccc3c(=O)n2Cc2ccncc2)cc1	0.0
COc1ccccc1C(=O)COC(=O)CNS(=O)(=O)c1ccc(C)cc1	-0.7
O=c1c2ccccc2nc(-c2ccccc2)n1O	-1.6
CC(=O)Nc1nc(SCCCc2ccccc2)n[nH]1	1.6
FC(F)(F)c1ccccc1NC(=S)N1CCc2ccccc2C1	-1.3
O=C1CCN(Cc2ccccc2)C=C1c1ccc(Br)cc1	-2.9
CCc1nc2c(OCCn3cccc3)cccn2c1N(C)C(=O)C1CC1	6.9
O=C(Oc1ccc(/C=N/NC(=O)c2ccccn2)cc1)c1ccc(Br)cc1	-0.6
O=C1Nc2ccccc2C(=O)C1(Cl)Cc1ccccc1 (stereo not given)	0.6
Cc1ccc(NCCC(=O)c2ccccc2)cc1Cl	0.5
Cc1cccc(C)c1NC(=O)c1csc([C@H]2C[C@H](O)[C@@H](CO)O2)n1	-2.1

Of the compounds above, 3 have a tert-butyl group:
SMILES	TTR transcr act
CC(C)(C)CN1C(=O)C(=O)NC[C@@H]1Cc1ccc(O)cc1	2.2
CC(C)(C)OC(=O)CNC(=O)c1nc[nH]c1C(=O)NCc1ccc(CNC(=O)OC(C)(C)C)cc1	-3.7
Cn1c(CCNC(=O)OC(C)(C)C)n[nH]c1=S	3.5

(continued)
SMILES	TTR transcr act
Cc1ccc(NC(=O)C(C)SCc2nc3sc4c(c3c(=O)[nH]2)CCCC4)nc1 (stereo not given)	-0.7
O=C(Nn1cc(C(=O)Nc2ccc(F)cc2F)c2ccccc2c1=O)c1cnccn1	-0.9
CC(C)(C#N)NC(=O)c1ccco1	-1.5
Cc1cc(C)cc(N=C2NC(=O)/C(=C/c3cccs3)S2)c1	0.2
O=C(COc1cccc(C(F)(F)F)c1)NCCCN1CCCC1=O	0.8
O=C(NCCOc1ccccc1F)c1cc([N+](=O)[O-])ccc1N1CCOCC1	-1.5
Cc1c(Cl)cccc1-c1ccc(/C=N/n2cnnc2)o1	3.7
CCc1ccc2oc(-c3ccc(OC)cc3)cc(=Nc3c(C)n(C)n(-c4ccccc4)c3=O)c2c1	-0.9
O=C(NCc1ccc2c(c1)OCO2)C1CC(c2cccc(Br)c2)=NO1 (stereo not given)	0.0
CN1/C(=C\C(=S)NC(=O)c2cccc(Br)c2)C(C)(C)c2ccccc21	1.8
CC(=O)NC1C(=O)Nc2c(C)cc(C)cc21 (stereo not given)	-0.5
COc1ccccc1N1CCN(c2nc(N)c(C#N)c(CC#N)c2C#N)CC1	9.2
O=C(O)C(=Cc1cccc([N+](=O)[O-])c1)c1ccccc1	-0.2
COc1cc2cnc(C3=CCCCC3)cc2cc1OC	-0.5
CN(C(=O)c1ccc(NC(=O)Cc2ccc(NC(=O)C3CCN(C(=O)CCc4ccccc4)CC3)cc2)cc1)C1CC1	2.7
CSc1ccccc1NC(=O)COC(=O)c1ccc(-n2nc(C)cc2C)cc1	0.3
C/C(CC(=O)Nc1ccc(Br)cc1)=N\NC(=O)c1cccc(O)c1	-0.2
CCOC(=O)c1sc(NNC(=O)c2ccc(C)cc2)nc1C	-3.0
O=C(Nc1nnc(CSCc2ccccc2F)s1)c1cccc([N+](=O)[O-])c1	-0.1
CC(C)(C)N1C(=O)[C@H]2[C@@H](c3ccc(Br)cc3)N3C(=O)N(c4cccc(F)c4)C(=O)[C@@]3(C)[C@H]2C1=O	-1.4
CC(C)NC(=O)C(=O)Nc1cc2c3c(c1)CCC(=O)N3CCC2	0.1
COC(=O)c1ccc(NC(=O)CCCCCn2nnc3ccccc3c2=O)cc1	2.4
O=C(C1=C[C@@H](c2ccc(C(F)(F)F)cc2)C[C@@H](OCc2ccc(CO)cc2)O1)N1CCN(Cc2ccc3c(c2)OCO3)CC1	-6.4
Cc1ccc2c(c1)C(=C(C#N)C#N)C(=O)N2CCN1CCCCC1	2.0
Cc1cc(NC(=O)c2c(F)c(F)c(F)c(F)c2F)no1	-2.2
Cc1cc(=O)[nH]c(-c2ccc(Cl)cc2)n1	-0.6
O=Nc1c(O)[nH]c2c(F)cccc12	1.3
O=C(NCc1ccccc1)O[C@H]1CC[C@@]23CCCN2C(=O)CCC[C@H]3C1	-0.6
Cc1ccc(C)c(NC(=O)/C(C#N)=C/c2cn(CC(=O)NCc3ccco3)c3ccccc23)c1	-0.4
Cc1nc(C(=O)NNC(=O)c2ccc(Cl)cc2)c(C(F)(F)F)o1	5.3
CC(C)Cc1cc(C(C)(C)C)ccc1OC(=S)N(C)C	3.5
CC(=O)NC1CCN(CC(=O)Nc2nccs2)CC1	-0.9
CCCCn1c(SCc2cccnc2)nc2c1c(=O)n(C)c(=O)n2C	-0.2
CCCCn1c(=O)[nH]c2nc3cc(NC(C)=O)ccc3nc2c1=O	-1.1
CCCCOC(=O)C(C)Nc1n[nH]c(=O)[nH]c1=O (stereo not given)	0.9
COc1ccc(N2CCN(C(=O)c3ccc(C(C)(C)C)cc3)CC2)cc1	0.5
Cc1ccc(N=Cc2cc3c(cc2O)OC(N)=C(C#N)C3c2ccccc2)cc1 (stereo not given)	-1.0
Cn1nnc2cc(C(=O)Nc3ccc4ccccc4c3)ccc21	-1.9
C[C@@H]1CN([C@H](C)CO)C(=O)CCCn2cc(nn2)CO[C@H]1CN(C)S(=O)(=O)c1ccc(C#N)cc1	-0.5
c1coc(CCNc2ncnc3ccc(-c4ccc5c(c4)OCO5)cc23)c1	3.7

Quoted at random: 4 entries already listed.
SMILES	TTR transcr act
Cc1ccc2c(c1)C(=C(C#N)C#N)C(=O)N2CCN1CCCCC1	2.0
c1coc(CCNc2ncnc3ccc(-c4ccc5c(c4)OCO5)cc23)c1	3.7
Cc1ccc(C)c(NC(=O)/C(C#N)=C/c2cn(CC(=O)NCc3ccco3)c3ccccc23)c1	-0.4
CCCCOC(=O)C(C)Nc1n[nH]c(=O)[nH]c1=O (stereo not given)	0.9

Additional entries:
SMILES	TTR transcr act
COc1ccccc1Nc1nc(N)nc(CN2CC(C)CC(C)C2)n1 (stereo not given)	-0.6
CCOC(=O)c1c(C)n2c3c(cc(C)cc13)CCC2	1.2
CC(C)CC(=O)N1CCN(Cc2ccccc2Br)CC1	0.2
Cc1cccc(N/N=C2/COC(C)(C)CC2=O)c1	3.1
O=C(NC1CCCC1)c1ccc(CS(=O)Cc2ccccc2Cl)o1 (stereo not given)	2.1
O=C(Nc1nccs1)C1Cc2ccccc2CN1S(=O)(=O)c1ccc(F)cc1 (stereo not given)	-2.5
O=C(C[n+]1ccccc1)N/N=C/c1cccc(Cl)c1Cl	-1.7
Cc1nnc(SCC(=O)NC(=O)NC(C)(C)C)n1N	3.0
CCCC(=O)Nc1ccc(-c2cn3cccnc3n2)cc1	-1.1
COc1ccc(/C=C/C(=O)NCCCN2CCCC2)cc1	-1.3
O=C1CCC[C@H]2C[C@H](NCc3ccc(Cl)c(C(F)(F)F)c3)CC[C@]23CCCN13	-0.8
Cc1ccccc1N1C(S)=C(C#N)C(=O)NC1c1ccco1 (stereo not given)	-1.3
COC(=O)CN1C(=S)N(c2ccc(OC)cc2)C(=O)C1CC(=O)Nc1ccc(F)cc1 (stereo not given)	0.5
O=C(NNC(=O)c1ccc(O)cc1O)c1ccc(-c2ccccc2)cc1	2.0
Cc1c(C)n(CC(O)CN2CCOCC2)c2ccccc12 (stereo not given)	0.6
CN(C)S(=O)(=O)c1cccc(NC(=O)CCc2nc3sc4c(c3c(=O)[nH]2)CCCC4)c1	7.0
CCN(CC)CCCNc1oc(-c2cccc(Cl)c2)nc1C#N	2.3
O=C(OCc1ccccc1)N1CCC2CC1c1cc(Cl)ccc12 (stereo not given)	2.9
C#CC(CC)(CC)NC(=S)Nc1cccc(C(C)=O)c1	-0.1
C=CCON1C(=O)C(=O)N(OCC=C)[C@H]2CCCC[C@H]21	-1.2

As entered above:
For TTR transcr act, Cc1cccc(N/N=C2/COC(C)(C)CC2=O)c1 is entered as 3.1
For TTR transcr act, O=C(NC1CCCC1)c1ccc(CS(=O)Cc2ccccc2Cl)o1 (stereo not given) is entered as 2.1
For TTR transcr act, COC(=O)CN1C(=S)N(c2ccc(OC)cc2)C(=O)C1CC(=O)Nc1ccc(F)cc1 (stereo not given) is entered as 0.5
For TTR transcr act, C=CCON1C(=O)C(=O)N(OCC=C)[C@H]2CCCC[C@H]21 is entered as -1.2
For TTR transcr act, CN(C)S(=O)(=O)c1cccc(NC(=O)CCc2nc3sc4c(c3c(=O)[nH]2)CCCC4)c1 is entered as 7.0

Back to the main list with the two entries that preceded the break.
SMILES	TTR transcr act
C#CC(CC)(CC)NC(=S)Nc1cccc(C(C)=O)c1	-0.1
C=CCON1C(=O)C(=O)N(OCC=C)[C@H]2CCCC[C@H]21	-1.2
Cc1ccc(OC(=O)c2c(C)nn(-c3ccccc3)c2C)cc1	-0.6
CCOC(=O)c1sc(NC(=O)COC(=O)CNC(=O)c2ccco2)c(C(=O)OCC)c1C	-0.3
Cn1nc(C(F)(F)F)c(-c2ccc(Br)cc2)c1NC(=O)C1CCC1C(=O)O (stereo not given)	0.4
Cc1ccc(NC(=O)c2ccc(CNc3c(N4CCOCC4)c(=O)c3=O)cc2)cc1	1.4
C=C(Cl)COc1ccc2c(CCCC)cc(=O)oc2c1	-0.2
Cc1ccc(-c2csc(NC(=O)/C=C/c3cccs3)n2)cc1C	-1.1
CCOP(=O)(OCC)c1nc(Cc2ccccc2)oc1NCc1ccccc1	7.3
O=C(Cn1c(N2CCN(c3ccccc3)CC2)nc2ccccc21)c1ccccc1	7.5
COc1ccc(-n2nc(C(=O)NCC(=O)N(C)Cc3ccccc3)c3ccccc3c2=O)cc1OC	0.4
CC(C)CC(=O)NC(=S)N1CCN(c2ccc([N+](=O)[O-])cc2Cl)CC1	-1.3
Cc1ccc(-c2nc(C)sc2CC(=O)OCC(=O)Nc2ccc(F)c(Cl)c2)cc1	1.4

Screens as filed in PubChem.
